Source: PubChem BioAssay
A549 viability: counter-screen for Nrf2 inhibitors: cytotoxicity in A549 cells | A549 ARE-Fluc cells, CellTiter-Fluor viability, 18-24 h | Potency, µM (series often up to 46 µM), for inactives: at the highest dose activity change, negative = cytotoxicity, usual class: inhibitors | hit rate 0.16% among 390,000 | AID 504648; further: potency means the concentration at half of the fitted maximal effect; on the % scale 0 is the no-effect control and ±100 the full control effect
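A549 ARE-Fluc cells in 5% FBS OPTI-MEM, 5000 cells/well, rested 2 h then exposed to compounds in concentration-response for 18-24 h at 37 °C. Viability by CellTiter-Fluor fluorescence (Ex 405/Em 525) after 30 min; luciferase luminescence (BugLite, 15 min, RT) read afterwards.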
HepG2 tox: HepG2 cytotoxicity, counter-screen for TGF-b inhibitors; HepG2 CAGA-GFP viability, ATP luminescence, 18 h; Potency, µM (series often up to 46.1 µM), inactives show top-dose activity change, negative = cytotoxicity, hits mostly cytotoxic; hit rate 0.76% among 410,000; further: potency means the concentration at half of the fitted maximal effect; some results filed as inactive show a strong effect at the top dose
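HepG2 CAGA-GFP cells (1000/well, DMEM with 1% FBS) received compound, then TGF-beta at 500 pg/mL final, and were incubated 18 hours at 37 degrees C. Viability was read by CellTiter-Glo luminescence. Media-only wells were set as complete cell-killing and DMSO as no toxicity.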
pAkt inh: Akt phosphorylation inhibition. Neuro2A IGF-stimulated pAkt S473 HTRF, 20 min; stronger effect = lower value. activity change, % for hits at 50 µM. hit rate 0.32% among 360,000; in the data active means activity change below about -80%; inconclusive means mostly about -51% to -80%; further: on the % scale 0 is the no-effect control and ±100 the full control effect
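Neuro2A cells in DMEM with 0.5% FBS, overnight at 37 deg C, given compound at single 50 µM final, then IGF (6 nM final) for 20 min at 37 deg C. Lysed; phospho-Akt Ser473 by HTRF after 24 h, 665/615 ratio.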
CCT chaperon mod: cytosolic chaperonin activity modulation; purified chaperonin ATPase assay, HTRF ADP detection, 30 min; activity change, % (concentration not given with the values), hits read low; hit rate 0.3% among 360,000; AID 651819; in the data active means activity change below about -30%; further: on the % scale 0 is the no-effect control and ±100 the full control effect
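We incubate TRiC, 40 or 20 nM final, with library compounds at 76 uM and 10 uM ATP for 30 min at 37 °C. ADP formed is detected with Transcreener HTRF reagents after 30 min at room temperature.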
S2 tox: reduces viability in counter-screen for ATXN expression inhibitors | Potency, µM (highest dose often 56.7 µM), actives largely listed as cytotoxic | S2 cells (HEK-293 line with an ATXN2-luciferase reporter) viability, CellTiter-Fluor protease fluorescence, 24 h | hit rate 0.49% among 400,000 | AID 651635; further: potency means the concentration at half of the fitted maximal effect; nearly all actives have a fitted effect of over 40% in size
Nrf2 inh: inhibitors of Nrf2 signaling; A549 ARE-Fluc reporter, luciferase luminescence, 18-24 h; Potency, µM (top dose mostly 46 µM), for inactives: at the top dose activity change, negative = inhibition, usual class: inhibitors; hit rate 2.1% among 360,000; AID 504444; further: potency means the concentration at half of the fitted maximal effect; on the % scale 0 is the no-effect control and ±100 the full control effect; nearly all actives have a fitted effect of over 60% in size
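Cells were seeded and rested 2 h, then exposed to compounds for 18-24 h. CellTiter-Fluor was read first as a viability measure. BugLite was added 15 min before the final luminescent read of ARE-luciferase activity in A549 cells.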
MmCpn inh: inhibitors of Methanococcus maripaludis chaperonin (MmCpn); purified Mm-Cpn ATPase, ADP Transcreener TR-FRET; Potency, µM (doses to about 76.9 µM), for the others: at the highest dose activity, negative = inhibition, most hits filed as inhibitors; hit rate 0.031% among 330,000; AID 504842; further: potency means the concentration at half of the fitted maximal effect; on the % scale 0 is the no-effect control and ±100 the full control effect; nearly all actives have a fitted effect of over 80% in size
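ATP (10 uM final) was added to archaeal chaperonin (25 nM final) after 10 min exposure to test compound at 37°C; after 30 min further incubation, ADP was detected by competitive TR-FRET.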
Nrf2 activator: activates Nrf2 signaling | AREc32 ARE-luciferase reporter (MCF7-derived line), luminescence, 24 h | Potency, µM (series often up to 46.1 µM), without a hit: top-dose activation, hits mostly activators | hit rate 0.31% among 410,000 | AID 624171; further: potency means the concentration at half of the fitted maximal effect; % of control where 0% means no effect; nearly all actives have a fitted effect of over 65% in size
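AREc32_Fluc, 1000 cells/well, OPTI-MEM + 5% FBS, o/n 37 deg C 5% CO2; 23 nL cpd by pin tool, 24 hr; Steady-Glo 30 min RT, luminescence.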
TGFb SMAD3 inh: TGF-b pathway inhibition; HepG2 CAGA-GFP TGF-b/SMAD3 reporter, GFP fluorescence, 18 h; TGF-beta stimulated, 500 pg/mL final; Potency, µM (top dose mostly 46.1 µM), for the others: top-dose activity, negative = inhibition, most hits filed as inhibitors; hit rate 1.2% among 410,000; AID 588855; further: potency means the concentration at half of the fitted maximal effect; on the % scale 0 is the no-effect control and ±100 the full control effect; nearly all actives have a fitted effect of over 65% in size
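Read-out: total well GFP (ex488/em500-530) summed from mean per-cell fluorescence. Cells: HEPG2 CAGA-GFP, 1% FBS DMEM, 18 h at 37 degrees C with 500 pg/mL final TGF-beta. Unstimulated wells served as the full-inhibition control; stimulated DMSO wells = 0%.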
Starred values were filed as active, the others as inactive; i = inactive; u = inconclusive; x = no result given; & = joins results of further samples; [ ] = another dose, or the depositor's remark. Unless noted, the call rests on the fitted dose curve; in most records, active means well fitted curve in the direction sought with a large enough effect; inconclusive means small, poorly fitted or top-dose-only effect, or another doubt; inactive means no such curve, though single readings can be large; an effect the other way counts as inactive or inconclusive.

SMILES	A549 viability	HepG2 tox	pAkt inh	CCT chaperon mod	S2 tox	Nrf2 inh	MmCpn inh	Nrf2 activator	TGFb SMAD3 inh
CCN(CC)CCN(C(=O)c1ccco1)c1nc2ccc(Br)cc2s1	u	-26%	x	x	i	10%	x	3.8%	-38%
COc1ccc(/C=N/NC(=O)CSc2ccccc2)cc1OC	3%	-11%	i	0.1	i	1%	0%	2.6%	-19%
CCN(Cc1ccc(OC)c(COC)c1)CC1CCCN(CCc2cccc(OC)c2)C1 (stereo not drawn)	-4%	-45%	i	-2.7	i	-9%	1%	-1.2%	-20%
CN(c1ccccc1C(=O)N1CCCC1)S(C)(=O)=O	8%	-5%	i	1.8	i	1%	2%	-0.4%	u
Cc1ccc(C2=[N+]([O-])C(C)(C)CC2)cc1	-3%	-11%	i	1.1	i	13%	-3%	-0.6%	11%
CC(C)(C)OC(=O)N1CCC(CNC(=O)Nc2ccccc2)CC1	2%	-10%	i	0.7	i	2%	-2%	-0.9%	1%
Cc1ccc(N(C(=O)c2csnn2)C(C(=O)NC2CCCCC2)c2cccnc2)cc1 (stereo not drawn)	2%	-6%	i	-0.5	i	-2%	-2%	-0.3%	-3%
CCCCS(=O)(=O)C1CCS(=O)(=O)C1 (stereo not drawn)	3%	6%	i	-0.1	i	x	-1%	-0.7%	8%
Cc1ccccc1C(C(=O)NC1CCCC1)N(C(=O)Cc1cccs1)c1ccc2c(c1)OCCO2 (stereo not drawn)	-10%	8%	i	5.4	i	u	3%	3.1%	u
COCCN1CCn2c(nc3cc(NC(=O)c4ccc(OC)cc4)ccc32)C1	10%	-2%	i	0.6	i	6%	-6%	2.7%	-7%
Cc1ccc(CNC(=O)CN2C(=O)CCn3nc(-c4ccccc4)cc32)cc1	1%	1%	x	x	i	-5%	x	-1.1%	-7%
O=C1CC(N2CCN(c3ccc(Cl)cc3)CC2)C(=O)N1c1ccccc1 (stereo not drawn)	-3%	0%	i	0.9	i	0%	2%	-0.6%	5%
Cc1ccc(CNC(=O)C2CCCN(S(=O)(=O)c3c(C)noc3C)C2)cc1 (stereo not drawn)	14%	-30%	i	0.0	i	-18%	-1%	-0.3%	1%
CCN(CC)S(=O)(=O)c1ccc2c(c1)N(CC(=O)N(C)Cc1ccccc1)C(=O)CO2	-9%	-8%	x	x	i	-12%	x	0.1%	-13%
Cc1ccc(CN2C(=O)CCC2C(=O)NC2CCCC2)cc1 (stereo not drawn)	3%	-6%	i	-0.5	i	0%	2%	-0.3%	8%
CCc1ccc(NC(=O)C2=CC=CN3CCS(=O)(=O)N=C23)cc1	1%	-6%	i	-0.9	i	5%	1%	3.9%	6%
CN1CCN(S(=O)(=O)c2cccs2)CC1	0%	21%	i	0.6	i	-5%	2%	-0.1%	22%
Cc1cc(C)nc(SCCS(=O)(=O)Cc2ccc(Cl)cc2)n1	7%	-5%	i	-2.5	i	-9%	0%	0.0%	0%
Cc1ccc(NC(=O)N2CCN(c3cc(-c4noc(C)n4)ccc3C)CC2)c(C)c1	-5%	-4%	x	x	i	x	x	0.2%	u
CCC1CCCCN1C(=O)Cn1c(=O)oc2cc(S(=O)(=O)N3CCCCC3)ccc21 (stereo not drawn)	0%	-19%	x	x	i	-8%	x	-0.8%	-21%
CCCC(=O)N1CCCC1(C)C(=O)Nc1cc(C)ccc1C (stereo not drawn)	x	1%	i	3.2	i	x	x	-0.3%[9.22 µM]	4%
c1ccc2c(c1)[nH]c1c3ccccc3sc21	2%	-9%	i	-1.3	i	3%	u	u	-11%
Cc1ccc(-n2ncc(C(=O)Nc3cc(Cl)ccc3Cl)c2C2CCNCC2)cc1	3%	-19%	i	-0.1	i	0%	-1%	0.6%	u
CCC1Nc2ncnc(N3CCc4ccccc4C3)c2N(Cc2ccc(Cl)cc2)C1=O (stereo not drawn)	3%	14%	i	-2.6	u	-9%	-13%	11%	u
COc1ccc(NC(=O)CC2C(=O)N(Cc3ccco3)C(=S)N2C(C)C)cc1 (stereo not drawn)	-2%	7%	i	2.3	i	-22%	1%	-0.2%	1%
Cc1ccc(CN2C(=O)C(CC(C)C)Nc3ncnc(N4CCOCC4)c32)cc1 (stereo not drawn)	2%	-25%&0%	i	-1.1&2.3	i	3%	0%	2.6%&-0.6%	u
COc1ccc([C@H]2C(C#N)=C([S-])N[C@](C)(O)[C@@H]2[n+]2ccccc2)cc1	9%	84%	i	0.1	i	11%	-2%	0.4%	48%[activator]
CSc1ccc(CN(C)CC(=O)NC(=O)NCCC2=CCCCC2)cc1	-2%	-16%	i	-0.8	i	7%	2%	-0.4%	u
C/C(=N\NC(=O)Nc1ccccc1)c1ccccc1	1%	-8%	i	-0.3	i	2%	-3%	-0.8%	7%
COc1ccc(N2CCN(S(=O)(=O)c3ccc(CC(C)C)cc3)CC2)cc1	-1%	6%	x	x	i	-15%	x	0.0%	u
Cc1cccc(N2CCN(c3cc(C)nc4c(-c5ccc(Cl)cc5)c(C)nn34)CC2C)c1 (stereo not drawn)	3%	-19%	x	x	x	x	x	-0.9%	-8%
O=C(NCC1CCCO1)c1cc(S(=O)(=O)N2CCOCC2)c(Cl)cc1Cl (stereo not drawn)	6%	-1%	i	-1.0	i	-21%	1%	0.5%	-5%
O=C(CCNS(=O)(=O)c1ccc(Br)cc1)N1CCN(c2ccccc2O)CC1	-6%	7%	i	-0.6	i	u	2%	0.6%	9%
CC(C)CC(C)NC(=O)c1ccc(C(F)(F)F)cc1 (stereo not drawn)	-8%	8%	i	1.2	i	9%	1%	-0.2%	1%
CCN(C(=O)CSc1nnc(-c2ccncc2)n1-c1ccccc1)C1CCS(=O)(=O)C1 (stereo not drawn)	-6%	2%	i	-0.3	i	-2%	1%	0.5%	3%
CSCCC(=O)Nc1cc(S(=O)(=O)N2CCOCC2)ccc1N1CCN(C)CC1	0%	-3%	i	-2.4	i	-9%	1%	0.3%	0%
COC(=O)c1ccc(CN(C(C)=O)c2ccccc2)o1	2%	1%	i	-0.5	i	-10%	-1%	0.2%	-11%
COc1ccc(C2C=C(c3ccccc3)Nc3nc(NS(=O)(=O)c4ccccc4)nn32)cc1 (stereo not drawn)	2%	-11%	x	x	x	-9%	x	0.0%	24%
CCCC12CN3CC(C)(CN(C1)C3c1ccc([N+](=O)[O-])o1)C2=O (stereo not drawn)	1%	7%	i	1.4	i	3%	0%	-0.7%	7%
O=c1c2ccccc2nnn1Cc1nnc(-c2ccccc2Br)o1	-2%	-14%	i	0.6	i	12%	-2%	0.7%	-8%
COc1ccc(OC)c(NC(=O)CN2C(=O)c3ccccc3S2(=O)=O)c1	0%	8%	i	-1.3	i	21%	1%	-0.3%	18%
O=C(Cn1cncn1)N/N=C/c1cc([N+](=O)[O-])ccc1O	0%	-4%	i	-3.8	u	7%	0%	0.1%	3%
COc1ccc(C(=O)CN2CCN(c3cc(C)nc4ccccc34)CC2)cc1	-11%	26%	i	-2.3	u	-15%	-9%	0.2%	u
CCOC(=O)C1=C(CS(=O)(=O)c2ccc(F)c(C)c2)NC(=O)NC1c1ccc(O)c(O)c1 (stereo not drawn)	-13%	-3%	i	-1.7	i	19%	2%	-0.6%	-10%
COC(=O)C(NC(=O)c1ccccc1)=C1CCCCC1	-1%	6%	i	-1.9	i	x	0%	0.2%	0%
COc1ccc(NC(=O)c2sc(=S)[nH]c2N)cc1	3%	-14%	i	-1.8	i	u	-4%	4.4%	-19%
O=S(=O)(/C=C/c1ccccc1)Oc1ccccc1	-5%	-5%	i	-1.1	i	-15%	2%	13µM*	u
COc1ccc(C(=O)NCC(=O)OCc2cc(=O)n3nc(C4CCCCC4)sc3n2)cc1	6%	-6%	x	x	i	17%	x	-0.3%	-31%
COc1ccc(NC(=O)C[C@H]2C(=O)N(CCc3ccccc3)C[C@@H]2Cc2ccccc2)cc1	x	-6%	i	-1.4	i	x	x	0.1%	4%
COCCCN1CN=C(NS(=O)(=O)c2ccc(NC(C)=O)cc2)NC1	2%	-35%	x	x	i	5%	x	0.5%	6%
CCCS(=O)(=O)NC(=O)C1(C)CCCN(C(=O)c2ccccc2F)C1 (stereo not drawn)	x	-1%	i	1.1	i	x	x	-1.1%	-6%
CCCCn1c(C(C)O)nc2ccccc21 (stereo not drawn)	-7%	-10%	i	0.3	i	1%	-2%	0.0%	-7%
O=C(C1COc2ccccc2O1)N1CCN(c2ccc(C(F)(F)F)cn2)CC1 (stereo not drawn)	-4%	5%	i	-3.0	i	u	-2%	-0.6%	2%
Cc1cc(Cl)ccc1NC(=O)CN1C(=O)C(=O)c2ccccc21	-3%	-31%	x	x	i	-3%	x	11%	-14%

Record cards, as listed above:
COc1ccc(NC(=O)c2sc(=S)[nH]c2N)cc1 in the list: A549 viability = 3%; HepG2 tox = -14%; pAkt inh = i; CCT chaperon mod = -1.8; S2 tox = i; Nrf2 inh = u; MmCpn inh = -4%; Nrf2 activator = 4.4%; TGFb SMAD3 inh = -19%
CCCC12CN3CC(C)(CN(C1)C3c1ccc([N+](=O)[O-])o1)C2=O (stereo not drawn) in the list: A549 viability = 1%; HepG2 tox = 7%; pAkt inh = i; CCT chaperon mod = 1.4; S2 tox = i; Nrf2 inh = 3%; MmCpn inh = 0%; Nrf2 activator = -0.7%; TGFb SMAD3 inh = 7%
